# Runt-CBFb FRET – blocks binding of human RUNX1 Runt domain to CBFb. Cerulean-Runt/Venus-CBFb FRET ratio 530/480, 1 h. inhibition, % at 20 µM. 0.46% of 220,000 active;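 active means inhibition over about 50% at 20 µM in the single-dose screen, limit read from the data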;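 further: 0% = DMSO wells and 100% = excess unlabeled CBFb competitor control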
#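 test system = Cerulean-tagged RUNX1 Runt domain (FRET donor) fusion protein | reagent = Venus-CBFb binding partner, 100 nM | incubation = protein complex preformed 1 h, compound exposure 1 h, room temperature, dark | detection = FRET fluorescence | read-out basis = loss of energy transfer signal | controls = 5 µM unlabeled CBFb as full-inhibition high control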
# MDM2 E3 inh – inhibitors of human Mdm2 E3 ubiquitin ligase; Q00987; cell-based MDM2 ubiquitination luciferase reporter, 2 h; 0 = plate control, 100 = twice control, blank-subtracted; 0.11% of 210,000 active; signal enhancement, % at 5 µM; AID 1230;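 active means signal enhancement of 30% or more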;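 further: luminescence tracks abundance of the self-degrading MDM2-luciferase fusion protein; higher signal means inhibition of MDM2 E3 ligase activity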
#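 Material: stable MDM2–luciferase fusion reporter cells / Quantity: 2000 cells/well / Dosing: single 5 µM compound dose, 0.2% final DMSO / Buffer or medium: DMEM / Schedule: 4 h cell settling then 2 h compound exposure, 37 °C / Detection: luminescence with SteadyLite reagent, 15 min at room temperature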
# Tb hexokinase – blocks Trypanosoma brucei hexokinase 1 activity; recombinant TbHK1, G6PDH-coupled NADH A340; inhibition, % at 10 µM; 0.11% of 220,000 active; AID 1430;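 active means inhibition of 50% or more in the single-dose primary screen; inactive means inhibition below 50%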
# L929 necroptosis – blocks zVAD induced death of L929 cells; viability rescue, % at 10 µM; L929 zVAD necroptosis rescue, ATP luminescence, 24 h; with zVAD 60 µM; 0.38% of 220,000 active; AID 1377;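 active means activation, scaled between plate controls, above about 75%, limit read from the data; inactive means activation under that limit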;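 further: 0% = zVAD with DMSO and 100% = DMSO alone without zVAD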
# EBV gp42 inh – inhibitors of Epstein-Barr virus glycoprotein 42 | Fluorescence polarization binding assay, mP read-out | inhibition, % (tested at 21.74 µM) | Q1HVG2 | 0.42% of 220,000 active; in the data active means inhibition above about 50%
# Target sequence (Q1HVG2 whole entry, looked up): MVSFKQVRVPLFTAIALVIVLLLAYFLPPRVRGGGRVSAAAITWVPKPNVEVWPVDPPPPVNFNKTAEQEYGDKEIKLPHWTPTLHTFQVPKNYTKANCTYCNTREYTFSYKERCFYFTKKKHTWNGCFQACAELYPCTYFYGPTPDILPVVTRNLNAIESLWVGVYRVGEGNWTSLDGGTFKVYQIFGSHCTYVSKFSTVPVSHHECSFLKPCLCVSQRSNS
# Hck-Nef inh – blocks Nef-activated human Hck kinase; P08631; Recombinant Hck-YEEI plus Nef, Z-Lyte FRET kinase assay; inhibition, % at 20 µM; 0.68% of 220,000 active; AID 463187;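 active means Hck-Nef kinase inhibition above about 50%, limit read from the data; inactive means inhibition below that limit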;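 further: 0% = DMSO with Hck plus Nef and 100% = Hck alone without Nef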
# NCF1 inh – blocks human p47phox regulatory protein of NADPH oxidases. P14598. inhibition, % at 24.7 µM. AID 1274. p47phox/p22phox peptide binding, fluorescence polarization, 2 h. 0.53% of 220,000 active;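 active means inhibition above about 30%, limit read from the data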;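 further: 0% = p47phox with labelled peptide and 100% = labelled peptide alone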
# Target sequence (P14598 whole entry, looked up): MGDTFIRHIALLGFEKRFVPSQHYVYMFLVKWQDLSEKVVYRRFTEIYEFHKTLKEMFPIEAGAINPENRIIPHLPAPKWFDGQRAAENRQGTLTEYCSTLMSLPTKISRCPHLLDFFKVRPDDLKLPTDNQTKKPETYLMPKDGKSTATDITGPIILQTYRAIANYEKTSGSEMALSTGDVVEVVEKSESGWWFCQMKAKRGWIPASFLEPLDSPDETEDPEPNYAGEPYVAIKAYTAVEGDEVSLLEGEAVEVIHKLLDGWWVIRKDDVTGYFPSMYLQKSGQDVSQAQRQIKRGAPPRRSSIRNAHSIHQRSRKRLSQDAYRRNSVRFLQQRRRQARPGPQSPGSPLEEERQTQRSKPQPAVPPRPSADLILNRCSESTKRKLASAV
# 14-3-3 Bad inh – disrupts binding of bovine 14-3-3 zeta to phospho-Bad peptide. TR-FRET 14-3-3zeta/Dy647-pBad peptide displacement, 1 h. 0.71% of 220,000 active. AID 781. P63103. inhibition, % at 21.7 µM;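 active means inhibition above about 70%, limit read from the data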;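 further: 0% = full 14-3-3 plus peptide FRET controls and 100% = background without 14-3-3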
# Target sequence (P63103 whole entry, looked up): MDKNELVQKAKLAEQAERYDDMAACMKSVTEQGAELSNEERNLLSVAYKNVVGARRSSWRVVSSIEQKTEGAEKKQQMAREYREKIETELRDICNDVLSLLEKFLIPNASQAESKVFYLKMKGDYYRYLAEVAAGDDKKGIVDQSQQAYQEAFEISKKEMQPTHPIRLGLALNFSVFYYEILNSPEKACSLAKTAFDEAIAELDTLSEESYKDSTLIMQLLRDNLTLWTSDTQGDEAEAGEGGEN
# Runt-SMMHC FRET – Runt domain-CBFb-SMMHC interaction inhibition; Q01196+Q13951; Cerulean-Runt/Venus-CBFb-SMMHC FRET ratio 530/480, 1 h; inhibition, % at 20 µM; 0.74% of 220,000 active;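 active means mean inhibition across duplicate retests at 20 µM reaching about 50%, limit read from the data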;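 further: 0% = DMSO wells and 100% = wells with excess untagged CBFb-SMMHC; inhibitors lower the FRET ratio by blocking Runt binding to CBFb-SMMHC; some results filed as inactive read as strong as hits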
# Numbers without * were called inactive; / = not tested or not shown; [ ] = remark or other dose.
SMILES,Runt-CBFb FRET,MDM2 E3 inh,Tb hexokinase,L929 necroptosis,EBV gp42 inh,Hck-Nef inh,NCF1 inh,14-3-3 Bad inh,Runt-SMMHC FRET
N#CCSc1nccc(-c2cc(Cl)sc2Cl)n1,-1.8,-5.4,-10.4,0.0,-16.3,0.4,-2.2,-2.7,-2.6
O=C(CSc1nc2ccccc2c(=O)n1Cc1ccco1)NCCN1C(=O)CSC1=O,-0.8,-4.6,-12.3,1.1,-15.2,3.4,0.8,-2.4,-6.3
O=C(c1ccccc1Br)N1CCn2c1nc1ccccc12,2.9,7.5,3.9,0.2,10.0,3.1,-0.8,-5.3,-1.8
O=C(NCc1ccccc1C(F)(F)F)C1CC(c2cccc(F)c2)=NO1 (centres undefined),0.5,6.0,-1.3,0.9,-24.1,14.8,-3.5,-2.7,-1.1
CCc1c(-c2ccccc2)nc2sc3c(c2c1N)CCCC3,-1.7,-13.3,-13.4,1.0,43.2,21.2,-9.9,-12.9,-0.9
CC(=O)N(C(C)=O)c1nc2nc(C)cc(C)n2n1,2.6,-5.6,0.3,3.0,-13.5,-5.3,-1.3,2.3,-1.8
CC(=NCCCNC1CCCCC1)C1=C(O)CC(C)(C)CC1=O,-0.7,-3.2,4.4,0.1,-20.8,0.6,-1.0,3.6,0.5
COc1ccccc1-n1c(CNC(=O)COc2ccccc2)n[nH]c1=S,0.4,-7.8,-4.2,0.3,-9.9,-1.9,0.2,6.4[fluorescence artefact?],2.6
CS(=O)(=O)N(CC(=O)Nc1cccnc1)c1ccc2c(c1)OCO2,1.1,-3.7,1.7,-0.2,-1.2,-1.5,-2.0,8.0[fluorescence artefact?],-6.5
CCOc1cccc(OCCOCCN(C)C)c1,-0.3,10.8,-3.9,/,-1.3,1.9,-3.6,29.2[fluorescence artefact?],-0.5
CCCN1CCN(C(=O)CN2C(=O)CC(C)(C)S(=O)(=O)c3ccccc32)CC1,0.1,-5.2,2.3,-0.3,-13.6,-2.3,10.2,2.4,2.5
CCOC(=O)C1=C(c2ccccc2)Nc2ncnn2C1c1cccc(OC)c1OC (centres undefined),1.7,-7.3,1.1,0.2,-4.8,10.2,-11.0,4.0,-2.6
COc1cc2nc(CN(C)Cc3ccc(Cl)cc3)[nH]c(=O)c2cc1OC,-1.6,-5.0,-5.1,70.2,-6.1,25.1,-6.6,-17.1,-1.6
O/N=C/c1ccccc1OCc1ccccc1Cl,/,-5.0,8.8,0.5,-5.8,1.2,-13.9,8.2,-2.7
CC(CO)N1CCS(=O)(=O)CC1 (centres undefined),-1.9,-21.8,14.4,-0.2,14.2,-17.0,8.4,15.7,-2.0
CCOC(=O)CC(=O)CSc1ncnc2c1nnn2-c1ccc(OC)cc1,1.1,0.9,-2.9,-0.3,-0.9,16.6,-9.1,-13.1,-1.6
CCc1ccc(N2CC(C(=O)NCc3ccc4c(c3)OCO4)CC2=O)cc1 (centres undefined),-2.7,-10.8,-1.3,1.1,-11.3,1.7,2.6,-5.9[fluorescence artefact?],2.9
Cc1c(Cl)cccc1NC(=O)C1NC(=O)CC1c1ccccc1 (centres undefined),1.3,-8.1,-0.6,0.1,6.0,4.3,-8.3,-0.1,0.1
O=C(O)c1cccc(N2C(=O)c3ccc(C(=O)c4cccc([N+](=O)[O-])c4)cc3C2=O)c1,2.3,/,0.9,-0.6,-9.2,5.2,-7.1,-3.6,2.2
COc1ccc(C2SCC(=O)N2CCCN(C)C)cc1 (centres undefined),0.8,-11.6,-7.1,0.6,-3.9,1.4,-4.0,-0.9,-6.9
CC(=O)Nc1cccc2c1C(=O)N(c1ccc(OC(C)=O)cc1)C2=O,-3.4,-11.7,0.8,10.7,-4.2,21.8,-7.2,-2.8,-15.9
CCOC(=O)C1=C(C)OC(N)=C(C#N)C1c1cc2ccccc2nc1N1CCCCC1 (centres undefined),/,-11.1,-10.0,-0.3,27.3,-0.1,81.4*,41.5,-3.5
CCC(C)NC(=O)C(CCSC)NC(=O)c1ccccc1 (centres undefined),0.5,-8.5,4.3,0.6,-13.4,1.3,-8.0,-9.9,0.8
CCCn1nc(C(=O)OCC(=O)Nc2cccc(S(N)(=O)=O)c2)c2ccccc2c1=O,0.0,-0.2,4.1,2.1,-15.5,17.7,-8.0,-2.9,2.3
CCN(CC)S(=O)(=O)c1ccc(-c2nnc(SCC(=O)Nc3nc(C)cs3)o2)cc1,-2.6,-15.0,-9.7,-0.3,-25.5,2.6,-22.7,3.0,-6.2
SMILES,Runt-CBFb FRET,MDM2 E3 inh,Tb hexokinase,L929 necroptosis,EBV gp42 inh,Hck-Nef inh,NCF1 inh,14-3-3 Bad inh,Runt-SMMHC FRET
O=C(Cc1n[nH]c(=O)c2ccccc12)N1CCN(c2ccc(F)cc2)CC1,1.1,-3.4,-1.3,0.0,-11.9,26.2,-6.1,-4.6,0.8
Cc1cc(C(=O)OCC(=O)c2c(N)n(C)c(=O)n(C)c2=O)c(C)o1,-0.3,-0.3,5.8,-0.1,-6.1,1.2,-3.7,-0.6,5.4
CCOC(=O)c1cn2cccnc2n1,2.7,-11.6,-7.9,1.0,-14.8,1.1,-3.5,-4.1,1.0
COc1cccc(NC(=O)CCNS(=O)(=O)c2cccc3nsnc23)c1,0.7,-15.1,-4.8,-0.5,-5.8,7.2,-7.0,-7.2,1.1
COc1cc2c(cc1OC)-c1cc(NC3CCCCCCC3)nc(=O)n1CC2,-1.7,-23.6,-11.8,-0.2,4.2,0.9,-31.1,52.6,-39.0
NC(=O)c1ccccc1NC(=O)Nc1cccc(Cl)c1Cl,0.0,2.9,38.1,-0.5,8.8,0.1,-1.2,-6.7,0.4
CN=c1scc(-c2ccc(Cl)cc2)n1C,0.7,-19.6,-3.6,0.0,-1.3,1.9,5.5,1.8,-0.5
O=C(NCc1nnc(SCC(=O)N2CCCCCC2)o1)c1ccco1,2.7,-4.0,1.6,-0.1,-10.4,0.7,-5.8,-0.8[fluorescence artefact?],-2.2
COc1ccc(C2C(C(C)=O)=C(O)C(=O)N2c2ccc(Br)cn2)cc1 (centres undefined),2.6,-6.2,-25.8,0.3,-2.7,1.5,-9.5,4.8,-0.4
CCOC(=O)c1c(NC(=O)CSc2nnc(-c3c[nH]c4ccccc34)n2C)sc2c1CCCC2,1.0,/,-3.0,/,-3.7,-3.1,0.7,-1.3[fluorescence artefact?],1.5
CN1CCN(Cc2c(C#N)c3ccccc3n2C)CC1,1.0,-3.3,-6.9,-0.2,-6.6,-9.0,-8.9,6.6,-0.5
CCOC(=O)c1cc2c(C)n(-c3ccc(OCC)cc3)c(C)c2ccc1=O,-2.5,-12.2,-16.1,0.0,-5.5,-1.8,-12.1,0.8,-16.3
COc1ccc(S(=O)(=O)Nc2ccccc2C(=O)OC2CCCN(C)C2)cc1OC (centres undefined),0.9,-9.5,2.0,-0.2,-20.0,4.9,-11.7,5.0,1.4
CC(c1ccccc1)N1CCN(C(=O)CCl)CC1 (centres undefined),-1.0,-5.3,-3.1,0.1,0.2,-14.4,-4.3,10.2,1.4
O=C(c1ccco1)N1CCN(C(c2ccccc2)c2nnnn2C2CCCC2)CC1 (centres undefined),0.3,2.9,-1.1,-0.5,0.1,2.4,2.3,41.2[fluorescence artefact?],-0.8
COc1ccc(N2CCN(C(=O)CSc3nnc(NC(=O)C4CCC4)s3)CC2)cc1,1.8,-3.1,-6.7,12.6,-2.5,19.4,-0.6,-2.6,-2.8
CC(C)OCCCN1C(=O)c2[nH]nc(-c3ccccc3O)c2C1c1cccc(Cl)c1 (centres undefined),1.9,-8.7,-0.5,0.2,-1.4,-1.1,-9.0,-3.8,-3.2
Cn1c2ccccc2c2nn(-c3ccccc3)c(=O)cc21,0.9,-0.1,-0.5,-1.3,-12.2,-4.1,-10.2,-7.8,-11.5
CCOc1ccc(C(=O)NC(C)C2COc3ccccc3O2)cc1 (centres undefined),0.2,-5.4,-2.3,4.6,-5.0,20.9,-13.9,1.7,3.1
N#CCCn1cc(C(=O)N2CCCCC2)c(-c2ccc([N+](=O)[O-])cc2)n1,0.3,-12.4,-11.1,4.3,2.2,-10.7,1.2,7.5,-1.6
N#C/C(=C\c1ccc(-c2nc3ccccc3s2)o1)C(N)=O,-12.1,-8.0,-21.6,0.9,-18.6,10.8,-18.0,-3.1,-49.8
C/C(Cn1nnc([N+](=O)[O-])n1)=N\NC(=O)c1cccc(Cl)c1,-3.9,-9.9,3.5,1.1,-14.7,0.0,-15.4,5.0,1.1
Cc1ccc(CCNS(=O)(=O)c2ccc(C)cc2)cc1,-5.4,16.4,-2.5,0.1,-0.4,-2.8,-3.5,7.1,4.5
COc1ccc(CCN(C)CCCC(C#N)(c2cc(OC)c(OC)c(OC)c2)C(C)C)cc1OC (centres undefined),-2.8,/,-3.7,-1.6,-2.0,0.1,5.8,5.6,-0.2
S=C(Nc1ccc2[nH]ccc2c1)NC1CCCCC1,-1.1,-5.7,-6.7,0.3,-3.7,0.2,-6.5,-7.2,0.9
SMILES,Runt-CBFb FRET,MDM2 E3 inh,Tb hexokinase,L929 necroptosis,EBV gp42 inh,Hck-Nef inh,NCF1 inh,14-3-3 Bad inh,Runt-SMMHC FRET
CCn1nc(NS(=O)(=O)c2ccccc2)c2cc3cccc(C)c3nc21,-13.7,2.6,-2.3,0.7,-8.2,-9.1,-9.5,4.6,-31.9
Cc1nc2c(-c3ccccc3)c(C)nn2c(C)c1CCC(=O)N1CCOCC1,-0.4,-13.1,0.5,-0.5,-7.0,0.7,-3.6,7.2,-7.4
Cc1nc2sc(C#N)c(N)c2c2c1CCCC2,-0.6,-12.1,-11.4,-0.2,/,2.8,/,/,-4.3
CCCC(=O)N1CCN(c2ccc(NC(=O)c3cccs3)cc2Cl)CC1,/,-1.6,-9.7,15.4,2.6,22.3,-4.5,-2.5,/
O=C1c2oc3ccc(Br)cc3c(=O)c2C(c2cccc(F)c2)N1CCO (centres undefined),-0.4,-1.1,5.5,-0.2,-19.5,-2.0,-1.7,7.2,0.7
COc1cc2c(cc1OC)CN(Cc1ccc(C)s1)CC2,2.5,-8.5,1.9,0.4,-10.0,-16.0,0.5,27.9,1.8
CC(=O)c1cccc(NC(=S)NC(=O)c2cccc(C)c2)c1,-1.6,-11.1,31.6,0.1,-13.0,8.3,-13.5,-7.0,3.2
CCn1nc(C(=O)Nc2ccccc2C)c(Cl)c1Cl,0.1,1.0,5.9,0.8,-9.8,-2.9,-3.2,-8.4,-0.5

# Screening results: PubChem, several laboratories
